# Bim-Mcl-1 = human Bim-Mcl-1 interaction inhibition; Bead-based flow cytometry, Bim peptide-Mcl-1 binding; inhibition, % at 10 µM; Q07820; actives 0.1% (n = 190,000); in the data active = inhibition above about 40%;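 also: 0% = no compound tracer wells and 100% = peptide blocker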
# RGS7-Gao reg = human RGS7-Galphao interaction regulation; P09471; Multiplexed bead flow cytometry, RGS7-Galphao binding; actives lie on both sides; binding response (% of control), % at 10 µM; actives 0.35% (n = 220,000); AID 1439; in the data active = binding response below about 49% or above about 150%; inconclusive = no clear call, values can overlap the other calls; inactive = in between;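 also: fluorescent Galphao held in activated GDP-AlF4 state binding bead-coupled RGS7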
# GSH fluor = compound fluoresces at 488/530 nm on GSH beads; actives 0.25% (n = 190,000); GSH beads flow cytometry, compound fluorescence 488/530 nm; stronger effect = higher value; AID 1776; fluorescence (KMESF) at 10 µM; in the data active = fluorescence above about 89;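 also: glutathione beads carrying GST-tagged Bcl family fusion proteins plus one bare bead set; values are compound well signal with DMSO vehicle wells as background; inactives centre near 16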
# Mcl1-Noxa inh = Mcl-1/Noxa interaction inhibition | inhibition, % at 21.7 µM | actives 1.5% (n = 220,000) | TR-FRET Mcl-1/Noxa peptide binding, 2 h;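 active = compounds that cut the protein-peptide binding signal by more than 50% relative to plate controls in a single-dose test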;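 also: His-tagged Mcl-1 with rhodamine Noxa BH3 peptide and terbium anti-His antibody; 0% = Mcl-1 plus Noxa peptide wells and 100% = peptide-only wells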
# RGS4-Gao reg = human RGS4-Galphao interaction regulation; binding response (% of control), % at 10 µM; P09471; actives 0.33% (n = 220,000); Multiplexed bead flow cytometry, RGS4-Galphao binding; actives lie on both sides; AID 1415; in the data active = binding response below about 49% or above about 150%; inactive = in between;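 also: fluorescent Galphao activated with aluminum fluoride binding bead-coupled RGS4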
# ABCB1 block = human ABCB1 inhibition, ABCG2 as counter-screen; P08183; CCRF-Adr cells, JC-1 efflux, flow cytometry; inhibition, % at 6.6 µM; actives 0.067% (n = 190,000); AID 1326; in the data active = inhibition above about 40%;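 also: 0% = vehicle and 100% = reference inhibitor; higher value means more JC-1 retained so stronger ABCB1 efflux block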
# Target sequence (P08183 whole entry, looked up): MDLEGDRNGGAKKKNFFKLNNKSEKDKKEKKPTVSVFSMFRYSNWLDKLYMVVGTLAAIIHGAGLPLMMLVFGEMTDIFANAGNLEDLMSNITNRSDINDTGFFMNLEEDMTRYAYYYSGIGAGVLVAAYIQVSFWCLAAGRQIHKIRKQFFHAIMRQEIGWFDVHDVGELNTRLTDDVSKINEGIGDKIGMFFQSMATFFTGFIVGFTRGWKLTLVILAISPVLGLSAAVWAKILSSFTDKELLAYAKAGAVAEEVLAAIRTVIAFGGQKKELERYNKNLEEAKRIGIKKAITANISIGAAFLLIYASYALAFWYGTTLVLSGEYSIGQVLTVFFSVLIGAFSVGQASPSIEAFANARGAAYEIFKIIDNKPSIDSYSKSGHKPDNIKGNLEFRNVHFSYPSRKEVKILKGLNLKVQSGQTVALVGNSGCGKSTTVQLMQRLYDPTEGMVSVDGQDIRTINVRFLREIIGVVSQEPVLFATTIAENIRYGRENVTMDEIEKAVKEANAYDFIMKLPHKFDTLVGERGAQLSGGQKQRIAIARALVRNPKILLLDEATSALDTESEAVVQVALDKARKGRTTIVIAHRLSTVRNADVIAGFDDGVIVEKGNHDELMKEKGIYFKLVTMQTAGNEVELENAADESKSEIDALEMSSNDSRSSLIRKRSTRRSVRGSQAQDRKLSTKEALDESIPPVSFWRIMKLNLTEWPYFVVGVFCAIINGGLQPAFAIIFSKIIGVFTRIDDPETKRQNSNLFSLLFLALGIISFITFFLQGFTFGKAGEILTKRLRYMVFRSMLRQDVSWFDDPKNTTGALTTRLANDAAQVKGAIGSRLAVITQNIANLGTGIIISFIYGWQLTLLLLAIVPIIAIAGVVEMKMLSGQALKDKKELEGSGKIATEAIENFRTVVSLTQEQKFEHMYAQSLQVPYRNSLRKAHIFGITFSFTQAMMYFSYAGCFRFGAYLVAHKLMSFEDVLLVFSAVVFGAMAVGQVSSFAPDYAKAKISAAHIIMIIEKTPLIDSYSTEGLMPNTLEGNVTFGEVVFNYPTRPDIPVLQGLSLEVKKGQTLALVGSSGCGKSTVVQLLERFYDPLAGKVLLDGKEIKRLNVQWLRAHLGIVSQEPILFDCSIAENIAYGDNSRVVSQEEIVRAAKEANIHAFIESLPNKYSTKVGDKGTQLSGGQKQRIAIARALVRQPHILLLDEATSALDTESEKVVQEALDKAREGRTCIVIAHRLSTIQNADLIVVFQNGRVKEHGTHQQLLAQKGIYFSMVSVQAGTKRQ
# ABCG2 inh = blocks JC-1 efflux by human ABCG2 transporter | Q9UNQ0 | IgMXP3 cells, flow cytometry | inhibition, % at 6.6 µM | actives 0.1% (n = 190,000);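 active = inhibition above 80%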;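 also: 0% = DMSO and 100% = nicardipine control wells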
#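 test system = two drug-resistant human cell lines, ABCG2 and ABCB1 | amount = 3 million cells/mL final, two lines in 1:1 ratio | reagent = JC-1 transporter substrate | doses = one concentration, 6.6 µM final | incubation = 10 min at 25 °C | signal = flow cytometric JC-1 green MFI at 530 nm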
# Pf gamet viab = inhibitors of late stage P. falciparum gametocyte viability; P. falciparum stage V gametocytes, ATP luminescence, 24 h; inhibition, % at 10.9 µM; actives 0.065% (n = 150,000); AID 743093;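 active = inhibition above the mean plus 3 SD of compounds within the control limits, set per campaign, cut at about 38% in these data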;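 also: 0% = DMSO wells and 100% = medium only without gametocytes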
# RGS8-Gao reg = regulators of human RGS8-Galphao interaction | P09471 | multiplexed bead flow cytometry, RGS8-Galphao binding; actives lie on both sides | AID 1423 | response (percent of control binding), % at 10 µM | actives 0.34% (n = 220,000); in the data active = response below about 60% or above about 140%; inactive = in between;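 also: Galphao activated as the GDP aluminium fluoride complex binding bead-coupled RGS8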
# Mcl1 Bid PPI = Mcl-1/Bid interaction inhibition | TR-FRET Mcl-1/Bid-Dy647 peptide binding, 1536-well | inhibition, % at 21.7 µM | actives 0.97% (n = 220,000) | AID 1021;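 active = compounds that cut the binding signal by more than half at the single screening dose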;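 also: His-tagged Mcl-1 with europium anti-His antibody binding Bid BH3 peptide; 0% = Mcl-1 plus peptide wells and 100% = peptide-only wells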
# Avidin bead fluor = compound fluoresces at 488/530 nm on avidin beads; compound fluorescence 488/530 nm, flow cytometry; stronger effect = higher value; fluorescence (KMESF) at 10 µM; actives 0.38% (n = 220,000); in the data active = fluorescence above about 47; also: inactives centre near 10
# * = called active by the depositor; ? = inconclusive; nt = not tested or not shown.
SMILES,Bim-Mcl-1,RGS7-Gao reg,GSH fluor,Mcl1-Noxa inh,RGS4-Gao reg,ABCB1 block,ABCG2 inh,Pf gamet viab,RGS8-Gao reg,Mcl1 Bid PPI,Avidin bead fluor
CC1Cc2ccccc2N1S(=O)(=O)c1cccc(C(=O)N2CC(=O)Nc3ccccc32)c1 (stereo not given),nt,?,nt,42,98,nt,nt,9,101,-51,6
Cc1ccc(Nc2cc(C)nc3c(C)ccc([N+](=O)[O-])c23)cc1,-2,102,11,11,103,1.2,66,-33,103,-12,14
CCn1c(-c2ccc(C)cc2)n[nH]c1=S,-5,103,29,13,99,-1.1,0,nt,101,0,5
Cc1ccc(CSCC(=O)NCCCN2CCOCC2)cc1,-1,97,15,10,99,0.3,1,-3,100,-34,7
CCN(CCn1cccn1)Cc1nc(-c2ccc(OC)cc2)no1,0,?,12,9,100,0.9,-1,14,100,-7,9
CC(C)(C)NC(=O)NC(=O)COC(=O)CNC(=O)c1cc(Cl)cc([N+](=O)[O-])c1,4,103,21,-7,103,0.1,1,42*,97,-7,14
CCO/C=C1\N=C(c2ccc(F)cc2)OC1=O,-2,94,11,16,93,0.1,0,8,96,-68,6
O=C(O)C(Cc1ccccc1)n1c(=S)[nH]c2ccccc2c1=O (stereo not given),2,90,11,6,96,0.1,2,8,93,-6,12
O=S(=O)(NCc1ccc2c(c1)OCO2)c1cccc2cccnc12,-5,95,27,-6,97,0.8,1,nt,99,1,19
CC(OC(=O)c1ccc(O)cc1)C(=O)Nc1cc(C(F)(F)F)ccc1Cl (stereo not given),nt,?,nt,6,98,nt,nt,-19,99,-21,6
O=[N+]([O-])c1cccc(C(=Nc2cccc(Cl)c2)NO)c1,-4,91,27,0,90,0.6,3,-10,98,-16,5
Cc1ccc(-n2c(CNc3cccc(Cl)c3)n[nH]c2=S)cc1,-24,99,9,-2,96,-1.1,-3,nt,97,-31,24
Cc1ccc(SC(C)C(=O)Nc2cccc(N(C)S(C)(=O)=O)c2)cc1 (stereo not given),0,102,13,15,106,0.5,6,3,104,-4,8
Clc1ccc(-n2nnnc2CN2CCOCC2)cc1,0,98,61,1,95,1.7,5,-16,91,-12,5
CCCCc1ccc(S(=O)(=O)NCCc2ccncc2)cc1,1,103,17,3,103,0.2,1,-34,103,-9,15
O=C(Nc1ccccc1)OCc1cc(-c2ccc(Cl)cc2)on1,0,nt,30,18,nt,0.5,5,nt,nt,3,nt
Cc1nnc(SCc2ccccc2CSc2nnc(C)s2)s1,-3,97,13,6,97,1.7,4,-14,98,4,18
COc1ccc(/C=N/NC(=O)c2ccccc2O)cc1COc1ccccn1,nt,?,nt,10,97,nt,nt,1,97,-60,10
O=C(c1ccccc1)N1CCc2ccccc21,0,98,11,-18,105,0.1,0,nt,103,-5,9
CN1CCCN(Cc2ccc(Cl)cc2Cl)CC1,0,101,13,4,105,-0.1,0,-11,106,0,16
COc1ccccc1CNC(=S)Nc1cc(C)ccc1C,-4,?,13,20,100,0.1,2,nt,103,-45,8
CC(=O)Nc1cc(C(=O)NCc2ccco2)ccc1Sc1ccc(Cl)cc1,-2,109,4,8,105,-0.4,3,1,105,-33,13
CC1Cc2ccccc2N1C(=O)CSc1nnc2n1C(C)(C)Cc1ccccc1-2 (stereo not given),1,102,14,14,102,6.5,23,17,99,4,14
CCOc1ccc(N2C(=O)C(c3ccccc3)=C(c3nc4ccccc4s3)C2NC(C)=O)cc1 (stereo not given),-1,100,24,-3,104,3.6,9,11,105,-7,12
CC(=O)Nc1ccc2oc(C)nc2c1,0,100,14,4,101,0.6,2,13,99,-12,nt
COc1ccc([N+](=O)[O-])cc1NC(=O)CCN1CCN(c2ccccc2)CC1,-2,104,12,-1,102,3.0,5,-10,102,-24,9
CC(C)(C)c1ccc(OCC(=O)NNC(=S)NC(=O)c2ccccc2[N+](=O)[O-])c(Br)c1,-5,101,12,-49,101,0.1,0,-4,95,-50,9
CCCCCCC(=O)Nc1nnc(CC)s1,1,110,19,10,104,0.8,8,nt,117,3,6
CCOc1cc(NC(=O)c2cccs2)c(OCC)cc1NC(=O)c1ccccn1,-4,98,15,16,101,1.9,16,4,104,-18,11
O=C1CSC(c2ccncc2)N1Cc1ccc(F)cc1 (stereo not given),nt,?,nt,-7,102,nt,nt,32,104,-15,2
Cc1c(S(=O)(=O)c2ccccn2)c(N)n(Cc2cccc(Cl)c2)c1C,nt,?,nt,25,97,nt,nt,14,98,6,7
Cc1cccc(-n2ccnc2SCC(=O)Nc2nccs2)c1,-9,105,34,10,108,1.6,16,2,115,-31,10
Cc1nnc(NC(=O)CCSCCC(=O)Nc2nnc(C)s2)s1,1,?,19,35,100,-0.2,-3,10,100,-64,9
COc1nc(-c2cnccn2)sc1C,-2,?,13,27,100,1.2,10,-16,102,-9,15
COc1ccc(-c2cc(C(F)(F)F)n3nc(N)nc3n2)cc1,-2,95,48,24,100,0.1,11,nt,89,-5,6
O=C(Nc1ccccc1-c1nc2ccccc2s1)C1=COCCO1,-1,104,3,14,105,1.1,10,4,106,-13,3
CCOC(=O)c1cnc(SC)nc1Nc1cccc2ccccc12,-21,98,27,-10,101,0.8,8,8,99,2,8
Cc1c(NC(=O)/C=C/c2cn(-c3ccccc3)nc2-c2ccccc2)c(=O)n(-c2ccccc2)n1C,1,102,25,17,103,2.0,6,nt,101,-37,8
O=C(O)CS(=O)CC(=O)NCc1cccc(C(F)(F)F)c1 (stereo not given),-1,103,14,-2,100,-0.3,-4,-2,99,-10,10
CCOC(=O)Cn1c(-c2ccccc2)nc2ccccc2c1=O,0,93,12,14,92,1.0,13,14,98,0,23
O=[N+]([O-])c1cc(CSC2=NCCN2)ccc1O,nt,?,nt,23,100,nt,nt,3,98,-12,7
C=CCN1C(=O)C(C(C)CC)NC1=S (stereo not given),0,102,30,-8,104,0.1,0,nt,100,-15,2
O=C(NC1CCCCC1)C(c1ccc(F)cc1)N(Cc1ccco1)C(=O)CN1C(=O)c2ccccc2S1(=O)=O (stereo not given),-4,98,11,-19,102,5.3,35,14,100,2,19
COc1cc(/C=N/Nc2ccccn2)ccc1OCC(C)C,2,101,9,9,100,0.3,6,nt,99,-14,5
Cc1cccnc1NC(=O)C12CCC(C)(C(=O)O1)C2(C)C (stereo not given),-5,100,17,-10,102,0.0,0,nt,97,-11,31
C=C(C)Cn1c(=O)c(NC(=O)c2ccccc2)c2n(c1=S)CCC2,1,97,53,9,94,0.8,3,nt,99,-5,6
O=C(c1ccc(Cl)cc1)c1ccccc1C(=O)N1CCOCC1,3,99,26,6,96,-0.2,-1,-3,103,-4,4
COc1ccc(CNc2ccc3c(c2)nc(C)n3C)cc1,0,100,38,11,99,0.3,1,nt,101,-27,5
O=C(NNC(=O)c1nn(-c2ccc(F)cc2)ccc1=O)c1ccc(Cl)cc1,nt,?,nt,-7,99,nt,nt,-2,98,-52,6
COC(=O)c1ccc(=O)n(CC(=O)c2ccc(Cl)cc2)c1,-2,100,11,4,99,0.9,-2,-11,98,-9,9
O=C(Cn1ccc([N+](=O)[O-])n1)N1CCCCCC1,0,99,11,3,102,1.1,16,-2,103,-24,9
CC1Cc2ccccc2N1C(=O)Cn1nnc(-c2ccccc2NC(=O)C2CCC2)n1 (stereo not given),-2,97,20,1,98,4.1,43,nt,98,-12,31
CCN(CC(=O)Nc1sc2c(c1C#N)CCCC2)Cc1nc2ccccc2c(=O)[nH]1,-4,?,18,-2,92,2.5,4,15,98,-13,9
CC[C@H](C)[C@@H](C(=O)N1CCNCC1)n1cc([C@@H](N)CO)nn1,-1,94,21,-6,100,0.3,0,-36,100,0,6
Cc1ccccc1-n1c(=O)cc(N2CC(C)OC(C)C2)[nH]c1=O (stereo not given),-1,102,26,-7,99,0.1,0,nt,99,-89,6
O=C(NNC1=C(C(=O)C(F)(F)F)CCC1)c1ccc(Br)cc1,-4,93,3,-44,95,0.0,0,4,98,-109,4
COc1ccc(-n2cnnc2SCC(=O)Nc2nc(C)c(Cl)cc2Cl)cc1,-8,101,28,-4,99,0.6,26,nt,104,-18,12
Cc1ccc(-c2nc(C3CCN(S(C)(=O)=O)CC3)no2)cc1,-7,97,21,7,92,0.8,43,nt,98,-2,11
CCOCCOCN(C#N)c1nc(OC)nc(N(C)C)n1,-2,96,11,-10,101,0.2,1,nt,102,-8,8
CC1CCCC(C)N1/N=C/c1ccc(C#N)cc1 (stereo not given),-2,98,17,7,99,0.1,3,-20,99,-55,10

# (further entries)
SMILES,Bim-Mcl-1,RGS7-Gao reg,GSH fluor,Mcl1-Noxa inh,RGS4-Gao reg,ABCB1 block,ABCG2 inh,Pf gamet viab,RGS8-Gao reg,Mcl1 Bid PPI,Avidin bead fluor
Cc1ccc(-c2nc(N/N=C/c3ccncc3)c3ccccc3n2)cc1,0,108,45,48,102,0.8,2,nt,104,66*,8
CN=c1sc2ccccc2n1CC(O)COc1ccccc1 (stereo not given),2,94,6,1,94,0.2,2,nt,98,-35,18
CC(C)(C)c1ccc(CCC(CC(=O)O)CC(=O)O)cc1,-4,102,12,18,104,1.1,9,nt,102,-15,10
CCOC(=O)Cc1ccc(NS(=O)(=O)c2ccc(SC)cc2)cc1,-10,114,36,7,110,0.6,5,nt,107,1,14
CC(C)NC(=O)C1CCN(C2CCN(Cc3cn[nH]c3-c3ccccc3)CC2)CC1,2,106,7,-7,101,1.5,3,-27,104,-28,24
CCc1ccccc1NC(=S)N(CCN1CCCCC1)Cc1ccco1,1,100,11,-16,99,-0.3,0,11,100,-30,10
O=C(C1=C[C@H](c2ccccc2)C[C@H](OCc2ccc(CO)cc2)O1)N1CCOCC1,1,99,17,-14,100,0.8,4,nt,99,-6,5
COc1ccc(NC(=O)c2sc(N3CCOCC3)nc2-c2ccccc2)c(OC)c1,-2,100,13,5,101,0.5,6,-67,101,-48,14
CC(C(=O)N1CCc2ccccc21)N1CCN(c2ccccn2)CC1 (stereo not given),-3,103,5,-17,106,0.6,2,-1,106,-28,2
Cc1ccc(N2C(=O)C(NC(=O)c3c(F)cccc3F)(C(F)(F)F)C3=C2CC(C)(C)CC3=O)cc1 (stereo not given),-6,106,12,8,105,1.5,3,4,101,-12,4
C=CCN(c1ccccc1)S(=O)(=O)c1cccc(C(=O)OCC(=O)NC2CC2)c1,4,94,10,2,96,-0.2,-1,-10,103,-7,7

# Some values from above:
# `Cc1ccc(N2C(=O)C(NC(=O)c3c(F)cccc3F)(C(F)(F)F)C3=C2CC(C)(C)CC3=O)cc1` (stereo not given) @ RGS7-Gao reg = 106
# `CC(C(=O)N1CCc2ccccc21)N1CCN(c2ccccn2)CC1` (stereo not given) @ ABCB1 block = 0.6
# `CN=c1sc2ccccc2n1CC(O)COc1ccccc1` (stereo not given) @ ABCG2 inh = 2
